L major viab: reduces viability of Leishmania major promastigotes; 9% of 200,000 active; AID 1063; inhibition, % at 10 µM; resazurin fluorescence viability; in the data active = inhibition above about 50%;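 note: promastigotes grown with compound for 44 hours at 28 °C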
Diaphorase inh: counter-screen for diaphorase-based assays: diaphorase inhibitors and chemical oxidizers | inhibition, % at 20 µM | diaphorase resazurin-to-resorufin fluorescence, NADH, 16 min; bacterial (C. kluyveri) enzyme, not human | 0.69% of 190,000 active | AID 1217;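 active = primary screen inhibition at 20 µM above a set limit, cut at about 50% in these data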;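 note: plate controls were DMSO with full reaction for no effect and wells lacking NADH for full effect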
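Detection: fluorescence of resorufin formed from resazurin, Ex 544/Em 590 nm; test system: Clostridium kluyveri diaphorase enzyme; amount: 0.14 U/mL diaphorase, enzyme working solution; times: 16-min room-temperature incubation before reading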
bIAP inh: blocks bovine intestinal alkaline phosphatase activity. 190,000 tested, under 10 active. AID 1019. inhibition, % at 20 µM. purified bovine IAP, CDP-star luminescence, 30 min;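 active = over 50% inhibition of intestinal alkaline phosphatase at 20 µM in the single-dose screen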
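Assay system – bovine IAP enzyme · Quantity – bovine IAP at 1/65,000,000 final dilution · Detection – CDP-star luminescence signal · Times – 30 min reaction at room temperature · Also added – CDP-star substrate at 30 µM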
PMI act: phosphomannose isomerase (human) activation. P34949. purified human PMI, coupled resazurin fluorescence, 20 min; hits give high values; 1 = vehicle control, 0 substrate-free wells. activation factor at 20 µM. 0.005% of 190,000 active. AID 1214;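 active = activation factor of 2 or more at 20 µM, relative to plate controls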
Target sequence (P34949 whole entry, looked up): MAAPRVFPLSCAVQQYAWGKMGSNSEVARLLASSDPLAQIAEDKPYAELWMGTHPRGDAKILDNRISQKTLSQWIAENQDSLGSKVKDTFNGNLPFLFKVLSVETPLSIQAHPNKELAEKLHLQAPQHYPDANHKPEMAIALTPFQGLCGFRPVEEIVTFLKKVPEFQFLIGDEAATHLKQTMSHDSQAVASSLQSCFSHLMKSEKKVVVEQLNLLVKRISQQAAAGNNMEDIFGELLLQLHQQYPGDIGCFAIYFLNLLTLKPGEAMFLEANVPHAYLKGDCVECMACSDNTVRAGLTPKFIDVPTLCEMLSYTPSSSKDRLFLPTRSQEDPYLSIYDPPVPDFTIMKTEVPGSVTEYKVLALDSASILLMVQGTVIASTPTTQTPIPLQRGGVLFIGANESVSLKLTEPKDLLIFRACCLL
Diaphorase act: activates diaphorase or chemically reduces, flagging diaphorase assay artifacts | Diaphorase/resazurin coupled assay, resorufin fluorescence, 16 min; hits give high values; 1 = vehicle wells, 0 = NADH-free wells | activation factor at 20 µM | 0.005% of 190,000 active;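 active = diaphorase activity raised at least twofold by the compound at 20 µM; inactive = activation factor below 2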
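System – purified diaphorase enzyme from Clostridium kluyveri · Input – enzyme 0.07 U/mL final · Also added – final NADH 0.114 mM, resazurin 0.1 mM · Measured by – fluorescence of resorufin, 544 nm excitation, 590 nm emission · Timing – 16 min enzyme reaction, ambient temperature · Measure – resorufin increase flagging diaphorase activators or reducers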
bIAP act: increases bovine intestinal alkaline phosphatase activity | purified bovine IAP, CDP-star luminescence, 30 min; hits give high values; fold of DMSO-control signal, blank-subtracted | activation factor at 20 µM | 0.17% of 200,000 active | AID 1016;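 active = activation factor of 2 or more at 20 µM, a signal rise over negative controls twice the positive control's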
PMI act hi M6P: activators of human phosphomannose isomerase at near-saturating mannose 6-phosphate. activation factor at 20 µM. P34949. 0.34% of 190,000 active. AID 1216. coupled PMI enzyme assay, resazurin fluorescence, 20 min; hits give high values; 1 = untreated enzyme, 0 = substrate-free blank;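 active = activation factor of 2 or more at 20 µM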
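Test system: human PMI in coupled enzyme assay; Input: PMI at 15 ng/mL final; Medium: HEPES buffer, pH 7.4; Schedule: 20 min incubation at room temperature; Technique: resorufin fluorescence at Ex 544/Em 590 nm; Compound: 20 µM single dose; Probe or stimulus: Near-saturating mannose-6-phosphate, 1.0 mM.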
TNAP inh hiacc: TNAP (human) inhibition, high acceptor; AID 1135; 0.03% of 200,000 active; P05186; inhibition, % at 20 µM; purified TNAP, CDP-star luminescence, 1 M DEA;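 active = over 50% inhibition of tissue-nonspecific alkaline phosphatase at 20 µM in the single-dose screen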;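 note: plate controls were DMSO wells for no effect and EDTA-quenched wells as full inhibition for full effect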
Target sequence (P05186 whole entry, looked up): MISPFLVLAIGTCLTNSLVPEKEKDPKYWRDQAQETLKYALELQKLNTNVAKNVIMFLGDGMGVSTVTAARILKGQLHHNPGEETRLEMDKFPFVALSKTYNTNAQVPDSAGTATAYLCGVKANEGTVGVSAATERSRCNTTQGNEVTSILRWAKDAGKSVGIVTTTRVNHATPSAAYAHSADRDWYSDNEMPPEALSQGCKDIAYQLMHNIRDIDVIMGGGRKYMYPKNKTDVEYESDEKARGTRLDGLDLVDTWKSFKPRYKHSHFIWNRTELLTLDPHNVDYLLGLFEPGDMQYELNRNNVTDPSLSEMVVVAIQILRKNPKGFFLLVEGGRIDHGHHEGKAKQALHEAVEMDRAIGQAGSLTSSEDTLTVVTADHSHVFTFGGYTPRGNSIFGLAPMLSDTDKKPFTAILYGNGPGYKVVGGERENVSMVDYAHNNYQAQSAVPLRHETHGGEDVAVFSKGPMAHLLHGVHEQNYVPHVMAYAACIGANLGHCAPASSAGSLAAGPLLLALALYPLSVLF
TNAP act hi DEA: activators of human TNAP at high phosphate acceptor concentration | P05186 | purified TNAP, CDP-star luminescence, 1 M DEA, 30 min; hits give high values; 0 = EDTA background, 1 = DMSO-only activity | activation factor at 20 µM | 200,000 tested, under 10 active;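 active = activation factor at least 2 at 20 µM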
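system = human TNAP | amount = enzyme diluted 1/800 final | reagent = 100 µM CDP-star substrate | signal = luminescent substrate turnover signal | dosing = one dose, 20 µM | benchmarks = EDTA negative control, DMSO positive control | measure = activation factor | timing = 30 min reaction, room temperature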
TNAP inh noacc: blocks human TNAP activity with no phosphate acceptor present. P05186. purified TNAP, CDP-star luminescence, 30 min. inhibition, % at 20 µM. 0.26% of 200,000 active. AID 1012;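 active = tissue-nonspecific alkaline phosphatase inhibition above about 50% at 20 µM in the single-dose screen, limit read from the data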;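 note: 0% = DMSO negative control and 100% = EDTA positive control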
Starred values were filed as active, the others as inactive; · = not tested or not shown. Compounds as they come (roughly 10% active in at least one column).

The first five entries as a preview:
Structure	L major viab	Diaphorase inh	bIAP inh	PMI act	Diaphorase act	bIAP act	PMI act hi M6P	TNAP inh hiacc	TNAP act hi DEA	TNAP inh noacc
CC(c1cccs1)N(Cc1ccco1)C(=S)Nc1ccccc1Cl (centres undefined)	4	13	44	1	0.9	0.6	1	-5	1	-10
CCC(O)(CC)C(=O)NN(C(=O)Nc1csc2c1CCCC2)c1ccccc1	0	12	4	1	0.9	1	0.9	0	1	0
O=C(NCCc1c[nH]c2ccccc12)C(=O)NCC1OCCCN1S(=O)(=O)c1ccc(F)cc1 (centres undefined)	18	11	0	1	0.9	1	1.1	-8	1.1	-9
COc1cc2c(cc1OC)C1=CC(=O)C(=O)N1C(C)(C)C2	1	-2	2	1.3	1	1	0.8	-3	1	-5
CNCCCOc1ccc(C)cc1OC	-3	-8	-1	1	1.1	1	1.1	-6	1.1	-7

Main list (from the top)
Structure	L major viab	Diaphorase inh	bIAP inh	PMI act	Diaphorase act	bIAP act	PMI act hi M6P	TNAP inh hiacc	TNAP act hi DEA	TNAP inh noacc
CC(c1cccs1)N(Cc1ccco1)C(=S)Nc1ccccc1Cl (centres undefined)	4	13	44	1	0.9	0.6	1	-5	1	-10
CCC(O)(CC)C(=O)NN(C(=O)Nc1csc2c1CCCC2)c1ccccc1	0	12	4	1	0.9	1	0.9	0	1	0
O=C(NCCc1c[nH]c2ccccc12)C(=O)NCC1OCCCN1S(=O)(=O)c1ccc(F)cc1 (centres undefined)	18	11	0	1	0.9	1	1.1	-8	1.1	-9
COc1cc2c(cc1OC)C1=CC(=O)C(=O)N1C(C)(C)C2	1	-2	2	1.3	1	1	0.8	-3	1	-5
CNCCCOc1ccc(C)cc1OC	-3	-8	-1	1	1.1	1	1.1	-6	1.1	-7
CCOc1ccc(-c2ccc(SCC(=O)Nc3nnc(CC)s3)nn2)cc1	-4	6	5	1.2	0.9	1	1.1	-7	1.1	-3
COc1ccc(-n2c(SC)nnc2-c2c[nH]c3ccccc23)cc1	6	12	48	1.1	0.9	0.5	1	-5	1.1	-18
COc1cc(N2C(=O)NC3CC2(C)Oc2ccccc23)cc(OC)c1OC (centres undefined)	-6	6	3	1	0.9	1	1	-1	1	5
COc1ccc(NC(=O)C(C)N2c3cccc4cccc(c34)S2(=O)=O)cc1OC (centres undefined)	13	31	0	0.9	0.7	1	0.7	0	1	-6
Cc1ccc(-n2cc(CN3CCN(Cc4nccn4C)CC3)c(-c3cccc(C)c3)n2)cc1	44	11	-17	0.9	0.9	1.2	0.9	-6	1.1	-8
O=C(COc1ccccc1)N1CCN(c2nnc(-c3ccccc3)c3ccccc23)CC1	32	8	7	1	0.9	0.9	1	-4	1	13
Cc1ccc(NS(=O)(=O)c2cccc(C(=O)N/N=C/c3c(C)nn(-c4ccccc4)c3N3CCCC3)c2)c(C)c1	64*	13	-10	0.9	0.9	1.1	0.9	2	1	-8
CCN(CC)S(=O)(=O)c1cccc(C(=O)Nc2cc3oc4ccccc4c3cc2OC)c1	80*	6	12	0.9	0.9	0.9	1	0	1	-12
Cc1cc(NC(=O)c2ccccc2F)nc2c1c(=O)oc1ccccc12	-3	1	15	1.1	1	0.8	1.1	0	1	-12
Cc1ccc(OCC(O)CNS(=O)(=O)c2ccccc2C(=O)N2CCCCC2)cc1 (centres undefined)	-11	15	-4	1	0.9	1	1	-5	1.1	-13
Cc1cc(Nc2ccc(Cl)cc2)n(-c2ccccc2)n1	5	18	7	0.8	0.8	0.9	0.9	-15	1.1	-33
O=C(COC(=O)c1cc2c(s1)CCC2)Nc1ccc(F)cc1	-4	14	-6	1	0.9	1.1	1	0	1	-7
COc1ccc(CCn2c(=S)[nH]c3ccc(N4CCOCC4)cc3c2=O)cc1OC	3	21	-10	1.1	0.8	1.1	0.8	1	1	-19
O=C(COC(=O)CCc1ccc(S(=O)(=O)N2CCOCC2)cc1)NC1CCCC1	-4	-1	44	0.9	1	0.6	1	4	1	-5
CN(C)CCN(C)Cc1ccccc1Sc1cccc2ccccc12	100*	-8	42	1.4	1.1	0.6	1.3	-6	1.1	-18
C=CCn1c(SCC(=O)Nc2sccc2C(N)=O)nc2ccccc2c1=O	2	9	3	0.9	0.9	1	1	-3	1	-7
COc1ccccc1CCNC(=O)c1nc(-c2cccs2)no1	6	16	22	0.9	0.8	0.8	0.9	-4	1	-12
O=C(CCc1ccc(S(=O)(=O)N2CCOCC2)cc1)NN=C1CCCCCCC1	-5	13	5	0.9	0.9	0.9	0.9	-2	1	4
O=C(Nc1ccccn1)c1ccc2c(c1)OCCO2	0	12	14	1	0.9	0.9	1	-2	1	-8
Cc1occc1-c1nnc(SCC(=O)N2CCOCC2)n1CC(C)C	2	11	·	0.9	0.9	0.5	0.9	0	1	-5
O=c1cc(O)c2sc(Nc3cccc(C(F)(F)F)c3)nc2[nH]1	29	66*	-6	0.5	0.3	1.1	0.5	0	1	-6
c1csc(-n2nc3ccccc3n2)c1	-1	12	10	0.9	0.9	0.9	0.9	-4	1	-11
COC(=O)c1sccc1NC(=O)Cc1ccc(Br)cc1	28	14	34	0.9	0.9	0.7	0.9	-4	1	-8
CCc1nc(N2CCN(C(=O)c3ccco3)CC2)c2c3c(sc2n1)CCCC3	16	15	9	1	0.8	0.9	0.9	-1	1	8
CCOC(=O)N1CCN(Cc2nc3c(c(=O)n(C)c(=O)n3C)n2Cc2ccc(F)cc2)CC1	2	1	-6	0.9	1	1.1	0.9	-1	1	-4

Brought forward from above: two entries, followed by the next part.
Structure	L major viab	Diaphorase inh	bIAP inh	PMI act	Diaphorase act	bIAP act	PMI act hi M6P	TNAP inh hiacc	TNAP act hi DEA	TNAP inh noacc
CCc1nc(N2CCN(C(=O)c3ccco3)CC2)c2c3c(sc2n1)CCCC3	16	15	9	1	0.8	0.9	0.9	-1	1	8
CCOC(=O)N1CCN(Cc2nc3c(c(=O)n(C)c(=O)n3C)n2Cc2ccc(F)cc2)CC1	2	1	-6	0.9	1	1.1	0.9	-1	1	-4
CN(C(=O)Cc1noc2ccccc12)c1ccccc1	-6	-4	1	1.1	1	1	1.1	3	1	1
O=C(CN1CCOCC1)N1CCc2ccccc2C(c2ccccc2)C1 (centres undefined)	3	0	-8	1.1	1	1.1	1.2	-6	1.1	-9
O=C(Cc1ccc(Cl)cc1)NNC(=S)NC(=O)c1cccnc1	0	30	-62	0.5	0.7	1.6	0.8	-3	1	-82
Cc1ccc(NC(=O)CSc2nnc(C3CC3)n2N)cc1S(=O)(=O)N1CCOCC1	6	15	4	0.9	0.9	1	0.9	-6	1.1	-15
CCOC(=O)c1c(C)[nH]c(C(=O)COC(=O)COc2ccccc2C)c1C	-3	16	6	0.8	0.8	0.9	0.9	0	1	3
c1ccc2oc(Cc3ccc(Cc4nc5ccccc5o4)cc3)nc2c1	-3	11	21	1	0.9	0.8	1	-7	1.1	-7
Nc1cc(=O)[nH]c(SCC(=O)Nc2ccc(Br)cc2)n1	-10	10	10	0.9	0.9	0.9	1	-8	1.1	-8
Cc1cc(F)ccc1S(=O)(=O)Nc1ccccc1C(=O)Nc1ccc2[nH]c(=O)[nH]c2c1	-7	36	7	0.8	0.6	0.9	0.9	-4	1	-8
Nc1ccc2c(c1)OC1(CCCC1)O2	6	52*	2	0.9	0.5	1	0.6	0	1	-9
CC1Cc2ccccc2N1C(=O)/C=C/c1cccc(F)c1 (centres undefined)	-5	18	7	0.9	0.8	0.9	0.9	-4	1	-10
O=C(Nc1ccc(OC(F)(F)F)cc1)c1ccc2ccccc2n1	-2	29	10	0.9	0.7	0.9	0.9	-4	1	-6
C/C(CCN1CCc2nc(-c3ccccc3)c(-c3ccccc3)cc2C1)=N\OC[C@@H](C)[C@H](OCc1ccccc1)C(C)C	4	-2	2	1.2	1	1	1.3	-3	1	-8
O=C(NCc1ccco1)C(c1cccs1)N(C(=O)Cc1cccs1)c1ccccc1 (centres undefined)	2	27	5	0.9	0.7	1	0.9	-11	1.1	-14
COC(=O)c1ccc(NC(=O)CC2C(=O)N(c3ccc(C)cc3)C(=O)N2CC(C)C)cc1 (centres undefined)	8	12	2	1	0.9	1	1	-4	1	-13
COc1ccccc1N(C(=O)c1ccco1)C(C(=O)NC1CCCC1)c1cccnc1 (centres undefined)	-1	4	5	1	1	1	1	-3	1	-10
Cn1c(CNc2ccc(Cl)cc2)nnc1SCc1ccccc1	3	8	19	1	0.9	0.8	1	-5	1	-11
CCCCCCOC(=O)c1ccccc1NC(=O)/C=C/C(=O)O	42	10	1	0.9	0.9	1	0.9	2	1	-3

Compound activity deposited in PubChem BioAssay by several laboratories.
